Screens from PubChem.
PrPC surface inh: inhibitors of human cell surface prion protein PrPC, primary screen, cell-based, TR-FRET; AID 720596, 2013; actives 0.43% (n = 370,000); inhibition, % at 13.8 µM; TR-FRET read-out; Major prion protein (Homo sapiens), P04156; in the data active means inhibition above about 24%; further: 0% = median of the test wells and 100% = reference compound wells
CCHFV vOTU inh: CCHFV vOTU protease inhibitors, primary screen, biochemical, Pep-AMC substrate, fluorescence; Crimean-Congo hemorrhagic fever virus L polyprotein viral ovarian tumor (vOTU) protease …; inhibition, % at 11.5 µM; actives 0.55% (n = 370,000); AID 651958, 2012; in the data active means inhibition above about 30%; further: 0% = vehicle wells with enzyme and 100% = no enzyme wells
An asterisk follows results filed as active. Not all compounds are listed; the hit share may differ from the screen's.

For C[C@H]1CN(C(=O)OC(C)(C)C)CCN1c1ccc(N2CCS(=O)(=O)CC2)c(C#N)c1 the results were PrPC surface inh 3 and CCHFV vOTU inh 9.
CCOC(=O)c1ccc(NC(=O)OC[C@@H]2CSCCS(=O)(=O)N2)cc1 was read as PrPC surface inh -6 and CCHFV vOTU inh 1.
For COc1ccc(CN2C/C(=C/c3ccc(C)cc3)N3C(=O)C[C@@H](c4ccccc4)N=C23)c(OC)c1 the results were PrPC surface inh -6 and CCHFV vOTU inh 2.
`O=C1Nc2ccccc2-n2nnnc2C1N1CCN(CCN2CCOCC2)CC1` (stereo not given) gave PrPC surface inh 3 and CCHFV vOTU inh 0.
`O=[N+]([O-])c1cc(C=NN2CCN(Cc3ccccc3Cl)CC2)ccc1Cl` gave PrPC surface inh -12 and CCHFV vOTU inh 13.
Screening O=C(CC1CCCC1)N1CC[C@H]2[C@H](CCCN2Cc2ccc(F)cc2)C1 returned PrPC surface inh 3 and CCHFV vOTU inh 6.
For CCCCN1CCN(C(=O)Cn2c(=O)c3ccccc3n(CC)c2=O)CC1 the results were PrPC surface inh -4 and CCHFV vOTU inh 2.
`CCCc1c(-c2ccc(F)cc2F)ncn1Cc1cccc(-c2ccccc2)c1` gave PrPC surface inh 30* and CCHFV vOTU inh 25.
Screening CCC(C)CNC(=O)c1oc(=O)c2ccccc2c1-c1ccc(C)cc1 (stereo not given) returned PrPC surface inh 7 and CCHFV vOTU inh 9.
Screening COC(=O)c1cc(-c2cc(Cl)cc(Cl)c2)c(=O)n2c1CCC2 returned PrPC surface inh 1 and CCHFV vOTU inh -9.
For COCCCNC(=O)C[C@H]1C[C@@]2(C(=O)OC)C(=C[C@H](COCc3ccccc3)O[C@@H]2C)N(CCC2=CCCCC2)C1=O the results were PrPC surface inh -2 and CCHFV vOTU inh 14.
`COC(=O)C1=CN(c2ccc3c(c2)OCO3)C(N)=C(C#N)C1c1ccccc1` (stereo not given) gave PrPC surface inh 4 and CCHFV vOTU inh 11.
CC(C)c1[nH]nc2c1C(c1cccc(C(F)(F)F)c1)NC2=O (stereo not given) was read as PrPC surface inh 2 and CCHFV vOTU inh 0.
Screening O=C(OCc1cn(Cc2ccccc2F)nn1)N1CCOCC1 returned PrPC surface inh -4 and CCHFV vOTU inh 7.
`C[C@@H]1[C@@H](c2ccccc2)c2cc3ccccc3nc2C(=O)C[C@@H]1C(=O)N1CCCC1` gave PrPC surface inh -3 and CCHFV vOTU inh -3.
For COC(=O)c1cc2c(c3c4cc(OC)ccc4n(S(=O)(=O)c4ccc(OC)cc4)c13)C(=O)N(Cc1ccc(C(F)(F)F)cc1)C2 the results were PrPC surface inh 5 and CCHFV vOTU inh 7.
COC(=O)C1=CN(c2ccc(N3CCOCC3)cc2)C(N)=C(C#N)C1c1ccc(-c2ccccc2)cc1 (stereo not given) was read as PrPC surface inh 3 and CCHFV vOTU inh -5.
For CCCCNC(=O)c1nc(C2CCN(S(=O)(=O)c3ccc(Cl)cc3)CC2)oc1-c1ccccc1 the results were PrPC surface inh -9 and CCHFV vOTU inh -8.
Screening COC(=O)[C@H](CC(C)C)N(CCCc1cn(Cc2ccc(C)cc2)nn1)S(=O)(=O)c1ccc(F)cc1Br returned PrPC surface inh 5 and CCHFV vOTU inh 12.
Screening CCC(C)CN1C(=O)CSCC1(C)C(=O)Nc1c(C)cccc1C (stereo not given) returned PrPC surface inh 5 and CCHFV vOTU inh 4.
Screening CCOC(=O)[C@]12CCCC3=C1N(CCC3)C(=O)[C@@H](CC(=O)N1CCN(C(=O)c3ccco3)CC1)C2 returned PrPC surface inh -7 and CCHFV vOTU inh 6.
COC(=O)[C@]12C[C@H](CC(=O)NCCCCc3ccccc3)C(=O)N(CCC3=CCCCC3)C1=C[C@H](COCc1ccccc1)O[C@@H]2C was read as PrPC surface inh -1 and CCHFV vOTU inh 8.
`COc1ccc(S[C@]2(C(=O)N3CCOCC3)CC(=O)N(c3ccsc3)[C@@H]2c2ccc(OC)cc2)cc1` gave PrPC surface inh 3 and CCHFV vOTU inh -1.
For CC(C)CN1C(=O)[C@@]2(CC(=O)N(C)C2c2ccccc2)c2cc(-n3cc(CCCC#N)nn3)ccc21 (stereo not given in full) the results were PrPC surface inh 4 and CCHFV vOTU inh 0.
Screening COCC(=O)N[C@@H]1C[C@@H]2O[C@@H](CO)CC[C@@H]2O[C@@H]1CCc1ccc(-c2ccccc2)cc1 returned PrPC surface inh 3 and CCHFV vOTU inh 19.
For CN1C(=O)C(Br)(Br)CC1c1cccnc1 (stereo not given) the results were PrPC surface inh -4 and CCHFV vOTU inh 1.
CCOC(=O)[C@]12CCCC=C1N(Cc1ccc(OC)cc1)C(=O)[C@@H]2CC(=O)NCCc1ccccc1OC was read as PrPC surface inh 2 and CCHFV vOTU inh 6.
COc1ccc(CCNC(=O)c2cc([C@@H](NC(=O)OC(C)(C)C)C(C)C)sc2N)cc1OC was read as PrPC surface inh 5 and CCHFV vOTU inh 9.
`C#CCN([C@H](C(=O)OC)C(C)CC)S(=O)(=O)c1ccccc1Br` (stereo not given in full) gave PrPC surface inh 8 and CCHFV vOTU inh 11.
`CCCCCCNC(=O)C1CSCCS(=O)(=O)N1Cc1ccc(OC)cc1` (stereo not given) gave PrPC surface inh -7 and CCHFV vOTU inh -5.
Screening COCCN1C(=O)CSCC1(C)C(=O)NC(C)C (stereo not given) returned PrPC surface inh -1 and CCHFV vOTU inh -4.
`OC(c1ccccc1)(c1ccccc1)C1CCN(CCCOc2ccc(-c3ccc(F)cc3F)cc2)CC1` gave PrPC surface inh -23 and CCHFV vOTU inh 11.
`COC(=O)[C@]12C[C@H](CC(=O)N3CCN(C(=O)C4CC4)CC3)C(=O)N(Cc3ccc(Cl)cc3Cl)C1=C[C@H](C(C)(C)C)O[C@@H]2C` gave PrPC surface inh -2 and CCHFV vOTU inh 20.
O=C1CSc2ccc(C(=O)N3CCCC(C(=O)N4CCCN(Cc5ccccc5)CC4)C3)cc2N1 (stereo not given) was read as PrPC surface inh 5 and CCHFV vOTU inh 4.
`CCOc1ccc(-n2c(SCC(=O)Nc3ccc(S(=O)(=O)Nc4nccs4)cc3)nnc2-c2ccncc2)cc1` gave PrPC surface inh -4 and CCHFV vOTU inh 1.
For O=C(NCc1ccccc1)C(c1cccc2ccccc12)n1c(=O)c(-c2cc3ccccc3[nH]2)nc2ccccc21 (stereo not given) the results were PrPC surface inh 5 and CCHFV vOTU inh -20.
Screening CCCCCNC(=O)C(c1cc2ccccc2o1)n1c(=O)c(-c2cc3ccccc3[nH]2)nc2ccccc21 (stereo not given) returned PrPC surface inh 3 and CCHFV vOTU inh 0.
For CCOC(=O)c1cccc(NC(=O)CN(C)S(=O)(=O)c2cc3ccccc3s2)c1 the results were PrPC surface inh 0 and CCHFV vOTU inh 8.
CN1C(=O)C[C@@](C#N)(C(=O)Nc2nc3ccc(F)cc3s2)[C@H]1c1ccccc1 was read as PrPC surface inh 3 and CCHFV vOTU inh -6.
Screening O=C(Nc1ccc(F)cc1F)C1CCN(c2ncccn2)CC1 returned PrPC surface inh 2 and CCHFV vOTU inh -4.

Reprinted at random: two compounds from above, in no set order.
COC(=O)[C@]12C[C@H](CC(=O)NCCCCc3ccccc3)C(=O)N(CCC3=CCCCC3)C1=C[C@H](COCc1ccccc1)O[C@@H]2C was read as PrPC surface inh -1 and CCHFV vOTU inh 8.
`C#CCN([C@H](C(=O)OC)C(C)CC)S(=O)(=O)c1ccccc1Br` (stereo not given in full) gave PrPC surface inh 8 and CCHFV vOTU inh 11.

Later entries:
C=C(C)Cn1c(SCC(=O)N/N=C(\C)c2ccc([N+](=O)[O-])cc2)nnc1-c1ccc(Br)cc1 was read as PrPC surface inh -3 and CCHFV vOTU inh 14.
CCCCCN(C(=O)CCc1cn(CCCCC)c2ccccc12)c1ccc(Oc2cccnc2)cc1 was read as PrPC surface inh 9 and CCHFV vOTU inh 11.
CCOC(=O)Cn1cc(CN2C(C(=O)OC)CN(Cc3ccc(F)cc3)CCS2(=O)=O)nn1 (stereo not given) was read as PrPC surface inh 10 and CCHFV vOTU inh -6.
Screening O=C(Nc1ccc(Cl)cc1)OCC12COCN1COC2 returned PrPC surface inh 8 and CCHFV vOTU inh 5.
COCCCN1C(=O)[C@H](CC(=O)N2CCSCC2)[C@]2(C(=O)OC)CCCCC=C12 was read as PrPC surface inh -4 and CCHFV vOTU inh -4.
For COC(=O)c1cc2c(c3c4ccccc4n(S(=O)(=O)c4ccccc4)c13)C(=O)N(Cc1ccco1)C2 the results were PrPC surface inh 1 and CCHFV vOTU inh 5.
`Cc1ccc(S(=O)(=O)N2[C@H](CC(=O)c3ccc(F)cc3)OC[C@@H]2C(C)C)cc1` gave PrPC surface inh 1 and CCHFV vOTU inh 7.
Screening CC(C)C[C@H]1CN([C@@H](Cc2ccccc2)CN2CCC[C@H]2CN2C(=O)C(=O)NC[C@@H]2Cc2ccccc2)C(=O)C(=O)N1CC1CCCCCC1 returned PrPC surface inh 0 and CCHFV vOTU inh -1.
`COc1ccc(-n2c(SCc3ccc([N+](=O)[O-])cc3)nnc2-c2ccco2)cc1` gave PrPC surface inh -3 and CCHFV vOTU inh -1.
`O[C@H](COc1cccc(Br)c1)CN1CCC(C(O)(c2ccccc2)c2ccccc2)CC1` gave PrPC surface inh -8 and CCHFV vOTU inh -2.
`Cc1ccc(NC(=O)OCCN(C)C(=O)Nc2ccc(C)cc2C)c(C)c1` gave PrPC surface inh -7 and CCHFV vOTU inh 1.
For Cn1c(=O)c(=O)n(C)c2cc(S(=O)(=O)N3CCN(c4ccccc4Cl)CC3)ccc21 the results were PrPC surface inh 5 and CCHFV vOTU inh 4.
`CSCCC(c1nc2ccccc2[nH]1)n1c(/C=C/c2ccc(F)c(F)c2)nc2ccccc21` (stereo not given) gave PrPC surface inh 6 and CCHFV vOTU inh -17.
Screening COC(=O)[C@]12CCCCC=C1N(Cc1ccc(OC)cc1)C(=O)[C@@H]2CC(=O)NCCC(C)C returned PrPC surface inh 2 and CCHFV vOTU inh 5.
For C=CCN1C[C@H](COC(=O)c2ccc(C)c(C)c2)Oc2cccc(F)c2S1(=O)=O the results were PrPC surface inh 6 and CCHFV vOTU inh 1.
For c1ccc(-c2c[nH]c3ccc(OCc4ccc5ccccc5n4)c(-c4ccccc4)c23)cc1 the results were PrPC surface inh -8 and CCHFV vOTU inh 18.
COC(=O)C1=C(C)N(C)C(=NCc2ccc(C(F)(F)F)cc2)NC1c1ccc(C(F)(F)F)cc1 (stereo not given) was read as PrPC surface inh -9 and CCHFV vOTU inh 14.
COc1ccc(CC(=O)Nc2ccc(C)cc2S(=O)(=O)N2CCOCC2)cc1OC was read as PrPC surface inh 1 and CCHFV vOTU inh -2.
Screening CCc1noc(C)c1C(=O)N1CCN(CC(=O)OC)CC1 returned PrPC surface inh -5 and CCHFV vOTU inh -4.
For COC(=O)C1CN(CC(C)C)CCS(=O)(=O)N1Cc1ccc(C(F)(F)F)cc1 (stereo not given) the results were PrPC surface inh 16 and CCHFV vOTU inh 19.

Quoted from the results shown for reference:
For COC(=O)c1cc2c(c3c4ccccc4n(S(=O)(=O)c4ccccc4)c13)C(=O)N(Cc1ccco1)C2 the results were PrPC surface inh 1 and CCHFV vOTU inh 5.
`Cc1ccc(S(=O)(=O)N2[C@H](CC(=O)c3ccc(F)cc3)OC[C@@H]2C(C)C)cc1` gave PrPC surface inh 1 and CCHFV vOTU inh 7.

Later entries:
Screening C[C@@H]1ON(C)[C@H]2C[C@H]3c4[nH]c5c(-c6ccc(F)cc6)cccc5c4CCN3C(=O)[C@@H]12 returned PrPC surface inh -8 and CCHFV vOTU inh -4.
Screening c1ccc(CN2CCCC3CC2c2ccccc23)cc1 (stereo not given) returned PrPC surface inh -5 and CCHFV vOTU inh 7.
For Nc1nc2c(ncn2[C@@H]2O[C@H](C(=O)N[C@@H](Cc3ccccc3)C(=O)NCc3ccccc3)[C@@H](O)[C@H]2O)c(=O)[nH]1 the results were PrPC surface inh -14 and CCHFV vOTU inh -6.
`O=C(C(=O)N1CCN(c2ccccc2)CC1)c1ccco1` gave PrPC surface inh 9 and CCHFV vOTU inh 9.
`CCCCn1cnc2c(=O)[nH]ccc21` gave PrPC surface inh -1 and CCHFV vOTU inh 0.
`CCC(O)(c1ccc(NC(=O)OC(C)(C)C)cc1)c1cc(OC)cc(OC)c1` (stereo not given) gave PrPC surface inh -7 and CCHFV vOTU inh 4.
For CC(C)(C)C(=O)OCOP(=O)(COCCn1cnc2c(N)ncnc21)OCOC(=O)C(C)(C)C the results were PrPC surface inh 4 and CCHFV vOTU inh -6.
C[C@@H]1COc2cccc(NCCO)c2S(=O)(=O)N1 was read as PrPC surface inh 13 and CCHFV vOTU inh 7.
`C[C@H](O)[C@@H]1C(=O)N2CCc3c([nH]c4c(-c5ccccc5)cccc34)[C@@H]2C[C@@H]1N(C)C(=O)c1cc(Cl)cc(Cl)c1` gave PrPC surface inh -4 and CCHFV vOTU inh 2.

A draw from above in order of number of heavy atoms, lowest first:
For CN1C(=O)C(Br)(Br)CC1c1cccnc1 (stereo not given) the results were PrPC surface inh -4 and CCHFV vOTU inh 1.
COCCCN1C(=O)[C@H](CC(=O)N2CCSCC2)[C@]2(C(=O)OC)CCCCC=C12 was read as PrPC surface inh -4 and CCHFV vOTU inh -4.
Screening COC(=O)[C@]12CCCCC=C1N(Cc1ccc(OC)cc1)C(=O)[C@@H]2CC(=O)NCCC(C)C returned PrPC surface inh 2 and CCHFV vOTU inh 5.
`C[C@H](O)[C@@H]1C(=O)N2CCc3c([nH]c4c(-c5ccccc5)cccc34)[C@@H]2C[C@@H]1N(C)C(=O)c1cc(Cl)cc(Cl)c1` gave PrPC surface inh -4 and CCHFV vOTU inh 2.
